JMJD2A Tudor inh: blocks the human JMJD2A Tudor domain; 390,000 compounds, 4.4% hits; Potency, µM (highest dose often 114 µM), inactives show top-dose activity change, negative = inhibition, most hits filed as inhibitors; AlphaScreen JMJD2A-Tudor / H3K4me3 peptide binding; O75164; note: potency is the fitted concentration of half-maximal effect; % is set by controls: 0 for no effect and ±100 for the full control effect; nearly all actives have a fitted effect of over 50% in size
Pin1 inhibitor: blocks the human prolyl isomerase Pin1. Pin1 FP peptide displacement, HiFluor488, 10 min. Potency, µM (highest dose often 115 µM), inactives show top-dose activity, negative = inhibition, most hits filed as inhibitors. 390,000 compounds, 0.009% hits; active = well fitted inhibition curve with a large enough effect in the polarisation, with a control signal flat, not every such curve was filed as active; inconclusive = small, poorly fitted or top-dose-only effect, or effect the other way, or a change in a side signal; inactive = no such curve, though single readings can be large or run the other way; the % refers to the polarisation; note: potency is the fitted concentration of half-maximal effect; % is set by controls: 0 for no effect and ±100 for the full control effect
Target sequence (Q13526 whole entry, looked up): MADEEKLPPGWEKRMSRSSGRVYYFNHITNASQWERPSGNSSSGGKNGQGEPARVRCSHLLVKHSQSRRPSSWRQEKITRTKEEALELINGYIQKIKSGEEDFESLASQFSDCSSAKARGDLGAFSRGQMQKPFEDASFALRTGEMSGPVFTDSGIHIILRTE
HP1b binding inh: blocks HP1-beta chromodomain binding to methylated histone tails. P83916. AlphaScreen HP1-beta / biotin-H3K9me3 peptide binding. Potency, µM (doses to about 114 µM), inactives show top-dose activity change, negative = inhibition, usual class: inhibitors. 390,000 compounds, 0.56% hits. AID 540317; note: potency is the fitted concentration of half-maximal effect; nearly all actives have a fitted effect of over 70% in size; inactives centre near 23
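HP1-beta protein (50 nM final) preincubated 30 min at room temperature with biotinylated H3(1-18)K9me3 peptide (50 nM) in PBS pH 7.4, 0.01% Tween-20, then compound added for 30 min. AlphaScreen streptavidin donor/nickel chelate acceptor beads (10 ug/mL final), 30 min dark, luminescence read.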
Tb PGK inh: inhibitors of T. brucei phosphoglycerate kinase; P07378; PGK/GAPDH coupled, Kinase-Glo luminescence, 60 min; Potency, µM (titrated, usually from 57.5 µM), without a hit: top-dose activity change, negative = inhibition, actives largely listed as inhibitors; 380,000 compounds, 0.043% hits; AID 602233; note: potency is the fitted concentration of half-maximal effect; % is set by controls: 0 for no effect and ±100 for the full control effect; nearly all actives have a fitted effect of over 60% in size
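Recombinant glycosomal PGK reaction used 1,3-bisphosphoglycerate generated in-well by GAPDH (100nM final) in 100mM TEA pH 7.6, 5mM MgCl2, 0.01% Tween-20. After 60 minutes at room temperature, ATP was read by Kinase-Glo Plus luminescence end-point.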
G9a inh: G9a (human) methyltransferase inhibition | Q96KQ7 | 350,000 compounds, 8.8% hits | Potency, µM (titrated, usually from 102 µM), for inactives: at the top dose activity, negative = inhibition, most hits filed as inhibitors | G9a H3K9 monomethylation, AlphaScreen, 2 h; note: potency is the fitted concentration of half-maximal effect; % is set by controls: 0 for no effect and ±100 for the full control effect; nearly all actives have a fitted effect of over 75% in size
Target sequence (Q96KQ7 913-1193 limits assumed): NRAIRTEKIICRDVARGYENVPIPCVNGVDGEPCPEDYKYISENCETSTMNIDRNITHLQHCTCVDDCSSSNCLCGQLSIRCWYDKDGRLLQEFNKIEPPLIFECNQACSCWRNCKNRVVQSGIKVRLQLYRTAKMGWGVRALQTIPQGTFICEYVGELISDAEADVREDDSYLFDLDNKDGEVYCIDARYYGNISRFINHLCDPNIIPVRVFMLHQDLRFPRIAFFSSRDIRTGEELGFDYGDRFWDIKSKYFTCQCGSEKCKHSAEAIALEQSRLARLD
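Methyltransferase reactions run at room temperature for 2 h (20 nM enzyme, 500 nM biotin-H3K9 peptide, 20 uM SAM) after a 15 min compound preincubation; product detected by AlphaScreen beads and anti-H3K9me1 antibody.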
POLH inh: inhibitors of human DNA polymerase eta; Q9Y253; recombinant Pol eta, fluorescent DNA replication assay; Potency, µM (doses to about 114 µM), for the others: at the top dose activity change, negative = inhibition, most hits filed as inhibitors; 390,000 compounds, 1.2% hits; note: potency is the fitted concentration of half-maximal effect; % is set by controls: 0 for no effect and ±100 for the full control effect
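Pol eta (10 nM) was preincubated with compounds for 15 min at room temperature, after which fluorescent replication substrate (50 nM final) was added to start the reaction. Fluorescence was read kinetically at 0 and 10 min.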
PI4K2A block: blocks human PI4K2A kinase activity. purified PI4K2A, ADP-Glo luminescence, 1 h; hits give low values. 420,000 compounds, 0.13% hits. activity change, negative = inhibition, % at 76.9 µM. Q9BTU6; in the data active = activity change below about -50%; inconclusive = mostly about -30% to -49%;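 note: -100% = wells without enzyme as full effect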
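PI4K2A activity was measured by ADP-Glo luminescence: enzyme (4 ug/mL stock) and phosphatidylinositol (1.2 mM stock) in Tris pH 7.5/MgCl2/EGTA/Triton X-100 buffer were reacted with ATP (300 microM stock) for one hour at ambient temperature.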
BAZ2B inh: BAZ2B (human) inhibition. Q9UIF8. AlphaScreen BAZ2B-H3K14Ac peptide displacement. Potency, µM (titrated, usually from 114 µM), inactives show at the highest dose activity change, negative = inhibition, most hits filed as inhibitors. 360,000 compounds, 4.4% hits. AID 504333; note: potency is the fitted concentration of half-maximal effect; % is set by controls: 0 for no effect and ±100 for the full control effect; nearly all actives have a fitted effect of over 60% in size
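BAZ2B 50 nM plus b-H3(5-23)K14Ac 50 nM, PBS pH 7.4/0.01% Tween-20, 30 min RT; compound added (max 110 uM), 30 min RT; streptavidin donor/Ni-chelate acceptor beads 10 ug/mL final, 20 min dark; AlphaScreen read.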
GLS inhibitor: inhibitors of human glutaminase (GLS); Potency, µM (doses to about 45.5 µM), for the others: at the highest dose activity change, negative = inhibition, most hits filed as inhibitors; AID 624170; 410,000 compounds, 0.21% hits; GLS enzymatic activity, qHTS titration; note: potency is the fitted concentration of half-maximal effect; % is set by controls: 0 for no effect and ±100 for the full control effect
Target sequence (O94925 whole entry, looked up): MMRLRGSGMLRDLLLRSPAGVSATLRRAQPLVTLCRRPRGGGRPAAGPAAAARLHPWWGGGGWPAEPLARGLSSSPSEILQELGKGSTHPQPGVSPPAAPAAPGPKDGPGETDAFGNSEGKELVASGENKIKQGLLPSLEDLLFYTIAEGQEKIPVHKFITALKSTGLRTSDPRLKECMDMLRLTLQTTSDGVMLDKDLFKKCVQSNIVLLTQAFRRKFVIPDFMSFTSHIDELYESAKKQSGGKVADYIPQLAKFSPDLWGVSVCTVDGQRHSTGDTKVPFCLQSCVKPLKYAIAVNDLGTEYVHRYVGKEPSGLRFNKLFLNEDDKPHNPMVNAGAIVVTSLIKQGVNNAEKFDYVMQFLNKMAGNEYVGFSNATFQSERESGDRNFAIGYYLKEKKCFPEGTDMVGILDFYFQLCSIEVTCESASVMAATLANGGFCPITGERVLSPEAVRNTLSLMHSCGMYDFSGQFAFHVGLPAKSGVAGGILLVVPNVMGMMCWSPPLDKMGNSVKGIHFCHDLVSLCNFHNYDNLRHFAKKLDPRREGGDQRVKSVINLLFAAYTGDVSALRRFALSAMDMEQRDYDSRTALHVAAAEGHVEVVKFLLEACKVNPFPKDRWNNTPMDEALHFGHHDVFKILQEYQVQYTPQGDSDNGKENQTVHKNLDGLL
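Enzyme dispensed in phosphate buffer (45 mM, pH 8.2, 0.02% Tween-20), compounds pinned in, then 1 mM L-glutamine solution and the glutamate oxidase–HRP–Amplex Red mix added; fluorescence read immediately and again after 30 min at room temperature.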
The depositor's hits bear a star; i = inactive; ? = inconclusive; · = not tested or not shown; [ ] = remark or other dose. Unless noted, calls come from the whole dose curve; as a rule, active = well fitted curve in the direction sought with a large enough effect; inconclusive = small, poorly fitted or top-dose-only effect, or another doubt; inactive = no such curve, though single readings can be large; an effect the other way counts as inactive or inconclusive. A portion of the library; count on the stated rates, not on these rows.

SMILES	JMJD2A Tudor inh	Pin1 inhibitor	HP1b binding inh	Tb PGK inh	G9a inh	POLH inh	PI4K2A block	BAZ2B inh	GLS inhibitor
Cc1ccc(NC(=O)c2ccco2)c(NC(=O)c2cccs2)c1	-8.3%	1.2%	6.1%	1.3%	13.0%[59 µM]	-4.0%	-0.9	12.0%	4.1%
COc1ccc(CNC(=O)C(=O)NCC(c2ccco2)N2CCOCC2)cc1 (stereo not given)	-13.8%	1.1%	19.8%	-9.6%	-31.9%[59 µM]	-15.4%	-1.7	-23.5%	3.5%
COc1ccc(C(=O)N2CCN(c3ccc(NC(=O)c4cccs4)cc3)CC2)cc1	-6.9%	9.3%	-2.7%	0.6%	·	-3.8%	0.6	-12.7%	29.9%
COc1cccc(-n2c(N)cc(=O)nc2SCC(=O)N2CCN(c3ccccc3)CC2)c1	-11.7%	-6.6%	9.8%	7.9%	13.4%	-15.7%	4.3	-24.8%	22.1%
CCOC(=O)CSc1nnc(COc2cccc(C)c2)o1	11.9%	5.5%	53.9%[activator]	4.0%	14.1%	2.4%	4.3	3.9%	7.6%
Cc1ccc(S(=O)(=O)CCc2nc3ccccc3[nH]2)cc1	-1.4%	-5.2%	41.0%[activator]	5.7%	-2.0%	-23.2%	5.4	-1.2%	9.0%
CCC(C)Sc1ccc([C@H]2N[C@@](C)(C(=O)OC)[C@H]3C(=O)N(C)C(=O)[C@@H]23)cc1OC (stereo not given in full)	-23.4%	-0.1%	37.4%	-0.4%	-25.2%[12.7 µM]	2.2%	2.0	-4.2%	-4.0%
O=C(c1cccnc1)N1CCN(S(=O)(=O)c2ccc(S(=O)(=O)N3CCCC3)cc2)CC1	-4.3%	-0.1%	26.3%	·	?	0.4%	-2.7	10.3%	-17.6%
CCn1c(Cc2cccn2C)nnc1SCC(=O)c1ccc(C)cc1	?	-3.4%	-20.4%	-6.5%	?	-7.8%	9.4	50.1µM*	13.8%
CSc1c(CC(=O)Nc2ccccc2C(F)(F)F)n(Cc2ccccc2)c2ccccc12	-3.5%	6.6%	12.0%	3.4%	15.4%[59 µM]	-16.4%	3.1	4.5%	1.0%
Cc1nn(-c2ccccc2)c(Cl)c1C(=O)OCC(=O)NCCc1ccc(S(N)(=O)=O)cc1	-16.6%	-3.3%	20.9%	-9.5%	50.1µM*	-10.6%	-8.3	-24.3%	-5.5%
COCCNC(=O)/C(C#N)=C/c1ccc(C)o1	-4.5%	7.8%	16.5%	-1.2%	14.0%	8.5%	2.2	4.8%	1.0%
COC(=O)Cn1c(O)c(N=NC(=O)c2ccc3c(c2)OCO3)c2ccccc21	-11.7%	7.6%	24.0%	i	-8.1%	0.7%	1.1	-2.9%	9.3%
S=c1sc(SCCOc2ccccc2)nn1-c1ccccc1	40.4%[activator]	6.8%	109.0%[activator]	3.3%	99.2%[activator][59 µM]	-12.3%	-3.5	21.2%	-0.1%
COc1ccc(NC(=O)CCc2nc(-c3ccc(C)cc3)no2)c(OC)c1	-9.7%	-5.1%	22.8%	i	41.7%	-10.6%	0.3	-2.1%	-0.6%
Cc1ccc(NC(=O)CNc2ccccc2CN(C)C2CCCCC2)cc1	?	-8.5%	12.3%	3.2%	12.3%	-8.1%	2.2	-7.6%	14.9%
CN(c1ccc(C(=O)NC2CCCC2)cc1)S(=O)(=O)c1ccccc1	-1.4%	-4.1%	14.6%	2.8%	1.8%	-2.8%	-1.2	0.9%	2.0%
COC(=O)CSC1=C(C#N)C(=O)NC2(CCCCC2)S1	?	-12.1%	?	i	?	-16.1%	-9.4	-36.4%	-26.8%
CCc1ccccc1NC(=O)CSC1=C(C#N)C(c2ccc3c(c2)OCO3)C2=C(CCCC2=O)N1 (stereo not given)	?	20.8%	28.5%	-9.4%	?	-0.6%	-1.4	?	2.4%
O=C(NC1=NCCS1)NC12CC3CC(CC(C3)C1)C2	-17.2%	2.8%	17.6%	·	22.4%[12.7 µM]	4.7%	1.2	1.4%	-3.7%
COc1ccc(S(=O)(=O)N2CCC(C(=O)NCCc3ccccc3)CC2)cc1	2.1%	1.1%	39.9%[activator]	-2.4%	76.7%[activator]	-10.9%	3.7	-22.6%	-7.1%
CC(C)(CNC(=O)c1cccs1)CNC(=O)c1cccs1	-0.6%	8.6%	8.9%	-4.6%	8.1%	-6.1%	2.0	-1.9%	0.6%
O=C(O)/C(=C\c1ccccc1)c1ccc2ccccc2c1	-12.4%	-3.4%	27.2%	-15.3%	·	-11.7%	7.6	·	8.1%
CC(=O)c1c(C)[nH]c(C(=O)N2CCc3ccccc3C2)c1C	-8.4%	-6.5%	22.7%	7.0%	6.5%[12.7 µM]	6.2%	10.4	?	2.7%
COc1cccc(-c2cc(C(=O)NCCN3CCOCC3)no2)c1	-5.8%	-7.6%	7.7%	8.1%	-0.1%	-10.6%	0.2	2.5%	0.0%
O=C(NN=Cc1c(O)ccc2ccccc12)c1ccncc1	79.4µM*	?	23.6%	-3.0%	·	-14.8%	1.3	·	33.8%[activator]
COc1ccc(CCNS(=O)(=O)c2ccc(Br)cc2)cc1OC	-20.9%	2.1%	7.7%	8.4%	-13.2%[0.501 µM]	-4.6%	2.6	5.2%	-0.3%
Cc1cccc(-c2cc(NC(=O)c3ccccc3C)n(-c3ccccc3)n2)c1	-4.5%	5.3%	27.5%[57 µM]	0.4%	9.8%[59 µM]	-16.8%	1.0	5.1%	-5.7%
CN1CCN(S(=O)(=O)c2ccc3c(c2)CC(=O)N3C)CC1	5.3%	-2.9%	36.8%	-2.8%	2.0%	-6.2%	-0.3	-5.4%	-3.2%
Cc1ccc(NS(=O)(=O)N2CCOCC2)c(C)c1	3.9%	2.6%	30.6%	i	-3.5%	-6.4%	0.9	-1.5%	6.0%
COC(=O)c1sc(-c2ccccc2)cc1NC(=O)c1ccc(F)cc1	8.6%	-0.1%	35.8%	0.7%	42.7%[activator][59 µM]	-12.1%	-5.9	0.2%	-2.8%
Cc1ccc(NC(=O)N2CCC(CN3CCCC3)CC2)c(C)c1	-9.2%	0.2%	18.4%	7.2%	-34.0%[59 µM]	-7.2%	-0.8	-1.2%	-5.0%
CC(C)OC(=O)N(C)C[C@H]1OCc2cnnn2CCCC(=O)N([C@@H](C)CO)C[C@H]1C	·	·	·	-10.9%	·	-10.7%	-2.6	·	3.6%
CC(C)(C)C(=O)COc1ccccc1[N+](=O)[O-]	-22.8%	-2.3%	32.5%	4.0%	-29.7%	-16.0%	16.2	?	1.4%
Nc1nc(CN2CCN(c3ccc(F)cc3)CC2)nc(N2CCCc3ccccc32)n1	50.1µM*	-0.5%	-8.9%	-4.7%	39.8µM*	-14.3%	-0.5	-63.8%	18.0%
COc1ccc(OC)c(C2CC(=O)c3c([nH]c(C(=O)OC4CCC(C)CC4)c3C)C2)c1 (stereo not given)	-21.2%	7.4%	21.9%	-3.1%	-35.8%[59 µM]	-14.0%	-3.9	-31.4%	-10.1%
CNC(=O)COC(=O)c1cc(-c2ccco2)nc2ccccc12	20µM*	?	44.7µM*	?	10µM*	11.2µM*	-20.0	50.1µM*	?
COc1ccccc1OCc1nc(C#N)c(NCc2ccco2)o1	-28.5%	1.9%	-1.1%	-0.3%	-41.5%[12.7 µM]	-3.2%	-7.7	?	20.9%
CC1CC(C)CN(C(=S)Nc2ccc3nc4n(c(=O)c3c2)CCCCC4)C1 (stereo not given)	-14.4%	4.3%	19.1%	-7.1%	-2.6%[59 µM]	-17.4%	3.2	?	-6.1%
Cc1ccc(N2CC(NC(=O)c3cccc(Cl)c3)CC2=O)cc1C (stereo not given)	-18.2%	1.8%	22.4%	1.3%	-44.7%[59 µM]	-3.4%	-1.1	1.1%	1.2%
Nc1ccc(N2CCCCC2)cc1N1CCCCC1	28.2µM*	-3.2%	?	-1.0%	2.51µM*	-12.4%	-6.7	35.5µM*	17.0%
O=C(NCc1ccccc1)C1CCCN(S(=O)(=O)c2cccs2)C1 (stereo not given)	-1.3%	0.1%	11.6%	-3.9%	0.9%[59 µM]	0.7%	0.3	2.4%	-6.9%
Cc1ccc(C)c(NC(=O)CSc2nncn2C)c1	10.0%	2.2%	14.5%	-2.6%	30.9%	-2.5%	-1.2	6.4%	-0.6%
COc1ccc(Cl)cc1CNCCCSc1ncccn1	-15.6%	4.4%	2.0%	-7.2%	10.3%[59 µM]	-9.0%	-0.5	-6.0%	4.8%
COCCn1c(=S)[nH]c2ccc(N(C)C)cc2c1=O	-32.4%	?	30.0%	-4.4%	?	-5.7%	-14.2	-28.3%	22.3%
O=C(CCc1ccccc1)Nc1nc2n(n1)C(c1ccc(Cl)cc1)CC(=O)N2 (stereo not given)	8.7%	1.8%	34.1%	i	-11.5%[12.7 µM]	-5.4%	-3.1	-31.9%	9.1%
O=C(CN(C(=O)c1cccc([N+](=O)[O-])c1)C1CCCCC1)Nc1ccc(Cl)c([N+](=O)[O-])c1	-8.7%	-3.8%	-9.6%	0.7%	1.1%[59 µM]	-15.5%	4.0	5.3%	3.5%

Already shown: entries from further up.
SMILES	JMJD2A Tudor inh	Pin1 inhibitor	HP1b binding inh	Tb PGK inh	G9a inh	POLH inh	PI4K2A block	BAZ2B inh	GLS inhibitor
O=C(CCc1ccccc1)Nc1nc2n(n1)C(c1ccc(Cl)cc1)CC(=O)N2 (stereo not given)	8.7%	1.8%	34.1%	i	-11.5%[12.7 µM]	-5.4%	-3.1	-31.9%	9.1%
O=C(CN(C(=O)c1cccc([N+](=O)[O-])c1)C1CCCCC1)Nc1ccc(Cl)c([N+](=O)[O-])c1	-8.7%	-3.8%	-9.6%	0.7%	1.1%[59 µM]	-15.5%	4.0	5.3%	3.5%

Assay outcomes from PubChem.
